# L3MBTL1 block = inhibitors of human L3MBTL1; AID 485360; 0.66% of 230,000 active; Q9Y468; AlphaScreen L3MBTL1–H3K9me1 peptide binding; Potency, µM (top dose mostly 57.1 µM), for inactives: at the highest dose activity, negative = inhibition, actives largely listed as inhibitors; active = well fitted inhibition curve with a large enough effect; inconclusive = small, poorly fitted or top-dose-only effect; inactive = no such curve, though single readings can be large or run the other way; also: nearly all actives have a fitted effect of over 60% in size
# Target sequence (Q9Y468 whole entry, looked up): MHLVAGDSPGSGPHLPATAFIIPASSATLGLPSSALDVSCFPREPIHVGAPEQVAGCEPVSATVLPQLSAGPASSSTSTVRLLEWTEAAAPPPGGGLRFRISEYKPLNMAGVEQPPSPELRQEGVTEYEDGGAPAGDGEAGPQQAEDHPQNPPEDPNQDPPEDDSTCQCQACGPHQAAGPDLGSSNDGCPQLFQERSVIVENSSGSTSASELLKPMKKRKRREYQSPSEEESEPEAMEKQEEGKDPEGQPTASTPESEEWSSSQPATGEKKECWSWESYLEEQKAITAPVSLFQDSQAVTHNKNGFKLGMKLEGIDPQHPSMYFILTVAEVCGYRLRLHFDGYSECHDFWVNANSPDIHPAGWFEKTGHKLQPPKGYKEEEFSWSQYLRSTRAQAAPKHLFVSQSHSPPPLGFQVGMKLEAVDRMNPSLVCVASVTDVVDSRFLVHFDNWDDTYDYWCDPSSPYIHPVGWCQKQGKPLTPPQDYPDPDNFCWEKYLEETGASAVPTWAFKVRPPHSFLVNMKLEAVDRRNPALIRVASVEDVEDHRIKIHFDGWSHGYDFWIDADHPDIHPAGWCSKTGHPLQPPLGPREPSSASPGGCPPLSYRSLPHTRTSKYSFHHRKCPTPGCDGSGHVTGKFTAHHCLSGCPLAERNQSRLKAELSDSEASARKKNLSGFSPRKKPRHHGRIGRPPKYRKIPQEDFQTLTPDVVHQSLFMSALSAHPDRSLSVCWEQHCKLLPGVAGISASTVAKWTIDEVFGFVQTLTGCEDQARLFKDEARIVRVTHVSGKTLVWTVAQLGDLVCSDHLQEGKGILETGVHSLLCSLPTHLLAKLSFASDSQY
#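 Displacement of a biotinylated histone H3(1-15) peptide monomethylated at Lys9 (75 nM) from L3MBTL1 (50 nM) was measured by AlphaScreen after a 30 min room-temperature compound incubation; cefsulodin titration served as intraplate control.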
# Active calls of the source: *; ? = inconclusive; [ ] = another dose, or the depositor's remark. % is scaled to controls: 0 for no effect and ±100 for the full control effect; potency is read from the fitted curve at half-maximal effect. This is a subset (hit frequency here may not be typical).
# The first 5 records (preview)
Molecule,L3MBTL1 block
CCOc1ccc(OCCC(=O)N(CCC(C)C)c2c(N)n(Cc3ccccc3)c(=O)[nH]c2=O)cc1,-13%
COc1ccccc1C(=O)COC(=O)C1CCN(S(=O)(=O)c2ccc(C)c(C)c2)CC1,-5%
COc1ccccc1CCC(=O)NNC(=O)c1cccs1,11%
CN(CC(=O)Nc1ccccc1Cl)C(=O)Cn1cc(C(F)(F)F)ccc1=O,-12%
CCOc1ccccc1N1CCN(C(=O)c2ccc(NS(=O)(=O)c3ccc4[nH]c(=O)[nH]c4c3)cc2)CC1,-3%

# All compounds of this part, repeating the preview:
Molecule,L3MBTL1 block
CCOc1ccc(OCCC(=O)N(CCC(C)C)c2c(N)n(Cc3ccccc3)c(=O)[nH]c2=O)cc1,-13%
COc1ccccc1C(=O)COC(=O)C1CCN(S(=O)(=O)c2ccc(C)c(C)c2)CC1,-5%
COc1ccccc1CCC(=O)NNC(=O)c1cccs1,11%
CN(CC(=O)Nc1ccccc1Cl)C(=O)Cn1cc(C(F)(F)F)ccc1=O,-12%
CCOc1ccccc1N1CCN(C(=O)c2ccc(NS(=O)(=O)c3ccc4[nH]c(=O)[nH]c4c3)cc2)CC1,-3%
CN(C)C(CNC(=O)c1cc(S(=O)(=O)N(C)Cc2ccccc2)ccc1Cl)c1ccco1 (stereo not drawn),2%
CC(=O)c1c(C)[nH]c(C(=O)COC(=O)c2c(C)noc2C)c1C,0%
COc1cccc(CC(=O)OCC(=O)NCCc2ccc(F)cc2)c1,3%
CC(Sc1ccccc1)C(=O)NNC(=O)c1ccncc1 (stereo not drawn),1%
CCc1cc(C(=O)N(CC(C)C)c2c(N)n(Cc3ccccc3)c(=O)[nH]c2=O)sc1C,1%
Cc1cc(=O)oc2c3c(cc(OCC(=O)NCc4ccccn4)c12)OC(C)(C)CC3,-5%
COc1ccc(C2NC(=O)CCC2[N+](=O)[O-])c(OC)c1 (stereo not drawn),-7%
COCCCNC(=O)c1ccc(OC)c(OC2CCN(C(C)C)CC2)c1,2%
COc1ccccc1CNC(=O)COC(=O)C12CC3CC(CC(O)(C3)C1)C2,6%
COc1ccc(CNC(=O)C[C@H]2C[C@H](C(=O)N3CCOCC3)[C@@]3(C)c4[nH]c5cc(-c6ccco6)ccc5c4CCN3C2=O)cc1OC,-19%
COc1ccccc1OCC(=O)Nc1cc(C(F)(F)F)ccc1-n1cncn1,7%
COc1ccccc1NC(=O)CCCCC(=O)Nc1ccccc1OC,3%[2.29 µM]
CC(NCC(=O)Nc1cc(S(=O)(=O)N2CCOCC2)ccc1Cl)c1ccc(Cl)cc1Cl (stereo not drawn),2%
O=C(O)CCNS(=O)(=O)c1cccc2nsnc12,9%
O=C(c1n[nH]c2ccccc12)N1CCN(S(=O)(=O)c2ccccc2)CC1,4%
CSc1ccc(S(=O)(=O)NCC(=O)OCC(=O)NCc2ccco2)cc1[N+](=O)[O-],0%
COC(=O)c1cc(S(=O)(=O)NCc2cccc(OC)c2)cn1C,6%
CCOC(=O)C1(CCOc2ccccc2)CCN(Cc2cc(OC)ccc2OC)CC1,-3%
C[C@H](CO)N1C[C@H](C)[C@@H](CN(C)C(=O)NC2CCCCC2)Oc2c(cccc2N(C)C)C1=O,12%
O=C(NCCC1=CCCCC1)c1cc(S(=O)(=O)N2CCOCC2)ccc1F,-4%
CC(=O)c1c(-c2ccccc2)c2cc(Cl)ccc2n(C)c1=O,-2%
Cc1ccc(S(=O)(=O)N2CCN(C(=O)c3sccc3C)CC2)cc1,5%
CCCc1cc(=O)[nH]c(SCC(=O)Nc2ccc(OCc3ccccc3)cc2)n1,10%
CC(=O)C[C@H](O)CC(=O)[C@@H]1OC(=O)CCCCCCCCc2ccccc21,25%
CCCOC(=O)C1=C(C)NC(=O)NC1c1cc2c(cc1Br)OCO2 (stereo not drawn),1%

# Carrying on:
Molecule,L3MBTL1 block
Cc1ccc(S(=O)(=O)N2CCN(C(=O)CN3C(=O)NC4(CCCC4)C3=O)CC2)c(C)c1,4%
COc1ccccc1CNC(=O)COc1ccc(S(=O)(=O)N2CCOCC2)cc1,-11%
Cc1ccc(C(=O)Nc2cc(S(=O)(=O)N3CCOCC3)ccc2N2CCCC2)cc1,2%
Cc1cccc(C)c1NC(=O)COC(=O)[C@@H]1CCCN1C(=O)c1cccs1,4%
COc1cccc(C(=O)NCc2ccco2)c1OC,2%
COc1cc(C)ccc1OCC(=O)OCC(=O)c1cc(C)n(CC2CCCO2)c1C (stereo not drawn),-7%
CCc1ccc(N=C2NC(=O)/C(=C/c3cc(Br)c(OCC(=O)O)c(OC)c3)S2)cc1,?
Cc1c(C(=O)Nc2ccccn2)oc2c(Cl)cccc12,7%
COc1ccccc1-n1nnnc1SCC(=O)N(C)C1CCS(=O)(=O)C1 (stereo not drawn),44%[activator]
Cn1cccc1C(=O)NCc1ccccn1,10%
COc1ccc2c(c1)N(C)/C(=C1/SC(=S)N(NC(C)=O)C1=O)S2,-4%
Nc1ncnc2c1ncn2[C@@H]1O[C@H](CNCc2ccccc2OCC(=O)N2CCCCC2)[C@@H](O)[C@H]1O,4%
Cc1cc(NC(=O)CSc2nnc(-c3ccccc3C)n2C)no1,3%
CCOC(=O)C1=CN(Cc2cccc(F)c2)S(=O)(=O)NC1c1ccc2ccccc2c1 (stereo not drawn),-3%
O=C(Nc1cccc(O)c1)c1cccc(C(=O)Nc2cccc(O)c2)c1,-2%
COc1ccc(NC(=O)COC(=O)c2cc(C)oc2C)c([N+](=O)[O-])c1,1%
CCOC(=O)C1CCCN(C(=O)C2CCN(C(=O)Nc3ccccc3)CC2)C1 (stereo not drawn),-3%
O=C(COC(=O)/C=C/c1ccc(F)cc1)Nc1ccc(S(=O)(=O)N2CCOCC2)cc1,-1%
CC12CCC(=O)N1C(C(=O)NNC(=O)c1ccccc1)CS2 (stereo not drawn),4%
Cc1cccc(-c2nc(CN3CCN(Cc4cccc(F)c4)CC3)c(C)o2)c1,-14%
CN(Cc1ccccc1OCCO)CC1CCCN(CCc2ccc(Cl)cc2)C1 (stereo not drawn),1%
C/C(=N\Nc1nc(C)cc(-c2ccccc2)n1)c1cccc(N)c1,-3%
C=CCNC(=O)COc1coc(CN2CCN(C(=O)c3ccco3)CC2)cc1=O,-9%
CCN(CC)C(=O)CSc1nc2sc3c(c2c(=O)n1CCOC)CCC3,-7%
CCSc1nsc(NC(=O)Nc2cccc(C(C)=O)c2)n1,1%
CC(=O)N1CCOc2cc(S(=O)(=O)N3CCN(c4ccccc4)CC3)c(Cl)cc21,-3%
Cc1cccc2sc(NC(=O)Cn3c(C)csc3=O)nc12,-11%
CN1C(=O)[C@H]2[C@@H](/C=C/c3ccccc3)N3C(=O)CN(Cc4ccccn4)C(=O)[C@@]3(Cc3ccccc3)[C@H]2C1=O,-6%
C#CCOCCOCCOCCNc1nc(N2CCN(C(=O)CCCCCCCCCCNC(=O)[C@H](CO)n3cc(CCCSC)nn3)CC2)nc(N2CCN(C(=O)CCCCCCCCCCNC(=O)[C@H](CO)n3cc(CCCSC)nn3)CC2)n1,-5%
O=C(CSc1ncnc2sccc12)Nc1ccc(S(=O)(=O)N2CCOCC2)cc1,-12%

# Looked up above.
# Value for `COc1ccc2c(c1)N(C)/C(=C1/SC(=S)N(NC(C)=O)C1=O)S2` in L3MBTL1 block: -4%
# Value for `COc1ccc(CNC(=O)C[C@H]2C[C@H](C(=O)N3CCOCC3)[C@@]3(C)c4[nH]c5cc(-c6ccco6)ccc5c4CCN3C2=O)cc1OC` in L3MBTL1 block: -19%
# Value for `C/C(=N\Nc1nc(C)cc(-c2ccccc2)n1)c1cccc(N)c1` in L3MBTL1 block: -3%

# The results go on:
molecule | L3MBTL1 block
NC(=O)c1ccccc1NS(=O)(=O)c1ccc(S(=O)(=O)N2CCCC2)cc1 | -1%
Cc1cccc(OCC(O)CN2CCNCC2)c1 (stereo not drawn) | 3%
CN(CC(=O)Nc1c(Cl)cccc1Cl)C(=O)CCNS(=O)(=O)c1ccccc1C(F)(F)F | -2%
COCCn1c(SCC(=O)NC(=O)NC2CCCCC2)nc2ccccc2c1=O | ?
COC(=O)C1Cc2ccccc2CN1S(=O)(=O)c1ccc(F)cc1 (stereo not drawn) | 0%
O=C(NCCS(=O)(=O)N1CCN(c2ccccc2F)CC1)c1ccco1 | 6%
O=C(NCc1ccccc1)c1c[nH]c2ccc(F)cc2c1=O | -3%
Cc1cccc(OCC(=O)N(Cc2ccco2)C2CCS(=O)(=O)C2)c1C (stereo not drawn) | 4%
COc1cc(C#Cc2c(-c3cncn3C)n(C)c3ccc(-c4ccc5[nH]ccc5c4)cc23)cc(OC)c1 | -13%
CCN(CC(=O)Nc1c(F)cccc1F)C(=O)CNC(=O)c1ccc2ccccc2c1 | 3%
COc1ccccc1NC(=O)CON=C(N)CC(=O)NC1CCCCC1 | 3%
CC(=O)Nc1ccc(S(=O)(=O)N(C)CC(=O)Nc2nc3ccccc3[nH]2)cc1 | 0%
CCCn1c(C(CO)Nc2nc(-c3cccc(Br)c3)cs2)nc2ccccc21 (stereo not drawn) | -7%
CC1(C)Cc2cccc(OCC(=O)Nc3cc(S(C)(=O)=O)ccc3Cl)c2O1 | 5%
Cc1c(C(=O)N2CCC(C(N)=O)CC2)oc2ccc(Br)cc12 | 0%
COc1cc(CN2CCCCCC2)cc(OC)c1OC | 9%
Cc1cccc(/C=N/n2c(-c3ccccc3)n[nH]c2=S)c1O | -14%
CCc1cccc(NC(=O)C2CC2c2ccccc2)c1 (stereo not drawn) | 29%
Cc1nnc(NC(=O)c2cccc(S(=O)(=O)N(C)c3cccc(Cl)c3)c2)s1 | -2%
C=CCn1c(SCC(=O)N(CCOC)c2c(N)n(CC(C)C)c(=O)[nH]c2=O)nc2ccccc21 | 3%

# (next part)
molecule | L3MBTL1 block
CCN(CC)C(=O)[C@H]1CC(CC(=O)NCCN2CCOCC2)C(=O)N2CCc3c([nH]c4ccccc34)[C@]12C (stereo partly drawn) | -1%
COc1cccc(NC(=O)CN(C)C(=O)c2ccccc2OCC(=O)Nc2cccc(C(F)(F)F)c2)c1 | 8%
COc1ccc(-c2cn(Cc3ccc([N+](=O)[O-])cc3)nn2)cc1 | -2%
C=CC[C@H](CC(=O)NCCO)C(=O)NC[C@H](OC(=O)[C@@H](CC=C)Cc1ccc(F)cc1)c1ccccc1 | 43%[activator]
CCc1ccccc1C1=CC(=O)C[C@H](c2ccc(OC)cc2)C1 | 13%
Cc1ccc(Cl)c(OCCN2CCc3ccccc3C2)c1 | 11%
O=C(O)c1ccccc1NS(=O)(=O)c1cccc2nsnc12 | 60%[activator]
Cc1ccc(CC(=O)Nc2ccc(S(=O)(=O)N3CCOCC3)cc2)cc1C | 38%
O=C(OCC(=O)N1CCN(c2ccccc2)CC1)c1ccc(Cl)nc1 | 12%
O=C(CN1C(=O)NC2(CCCC2)C1=O)NCc1cccc(Cl)c1 | 0%
CC(C)CCCN1C(Nc2ccccc2)=NC[C@@H]1C | 6%
Cc1ccc(C(=O)Nc2cccc(-c3ccc(N4CCOCC4)nn3)c2)cc1[N+](=O)[O-] | 3%
O=C(COc1ccccc1)OCC(=O)c1ccc(O)cc1O | 2%
CCOc1ccccc1C(=O)NCC(=O)Nc1ccc2c(c1)OCO2 | -1%
Cc1cccc(C)c1OCCCCN1CCNCC1 | -10%
COc1ccccc1C(=O)NCCC(=O)NCC1CCCO1 (stereo not drawn) | 1%
Cc1cc(Nc2ccc(Cl)cc2)n2ncnc2n1 | 5%
CCC(=O)Nc1ccc(C(=O)NNC(=O)c2ccc(Cl)cc2)cc1 | 16%
Cc1c(C(=O)NCc2ccccc2CN2CCCC2)oc2ccccc12 | -5%
CCN(CC(=O)Nc1ccc(NC(C)=O)cc1)C(=O)c1cc(S(=O)(=O)N2CCCCCC2)ccc1OC | 2%

# (more compounds)
molecule | L3MBTL1 block
O=C(O)c1cccc(Sc2ccc(Br)cc2C(=O)O)c1 | 15%
Cc1ccc(S(=O)(=O)N2CCC(C(=O)Nc3cc(C(F)(F)F)ccc3N3CCOCC3)CC2)cc1C | -2%
CCC(=O)c1ccc(OCC(=O)OCC(=O)N(C)CC(=O)Nc2ccc(F)cc2)cc1 | -1%
O=C(CC1CCCC1)Nc1cc(S(=O)(=O)N2CCOCC2)ccc1O | -4%
CC(=O)c1c(C)[nH]c(C(=O)Nc2cc(S(=O)(=O)N3CCCCC3)ccc2C)c1C | -9%
Nc1nnc(SCC(=O)Nc2cc(F)ccc2F)s1 | 8%
CC1(NC(=O)Cc2ccc(Cl)c(Cl)c2)CCS(=O)(=O)C1 (stereo not drawn) | 42%[activator]
O=C(CN1CCN(C(=O)c2ccccc2)CC1)Nc1cc(S(=O)(=O)N2CCCC2)ccc1Cl | -4%
O=Cc1c(Nc2ccccc2Cl)nc2ccccn2c1=O | -1%[2.29 µM]
COc1ccc(C(=O)OCC(=O)c2c[nH]c3ccccc23)cc1OC | 4%
COc1ccc(CCc2nc(-c3cccs3)no2)cc1 | 88%[activator]
CCCS(=O)(=O)Nc1ccc(N2CCCCC2)c(S(=O)(=O)Nc2ccccc2OC)c1 | -7%
CCc1cccc(NC(=O)C2CCN(S(=O)(=O)c3ccc4[nH]c(=O)ccc4c3)CC2)c1 | 10%
Cc1ccc(-c2csc(N3CCN(c4cc5c(cc4Cl)nc(-c4ccncc4)n5CCN4CCCCC4)CC3)n2)cc1 | -10%
Cc1ccc(NC(=O)CN(C)C(=O)c2cc(S(=O)(=O)N(C)C)ccc2N2CCCC2)cc1 | 4%
Cc1ccnc(NC(=O)CCN2C(=O)c3ccccc3S2(=O)=O)n1 | -8%
C=CCNc1nnc(SCC(=O)N2CCC(C(N)=O)CC2)s1 | -15%
Cc1onc(-c2ccccc2)c1C(=O)NCCCc1ccccc1 | 48%[activator]

# High-throughput results: PubChem, National Center for Advancing Translational Sciences (NCATS)
